# D2 antag: HTS Assay for Allosteric Antagonists of the Human D2 Dopamine Receptor: Primary Screen for Antagonists | D(2) dopamine receptor (Homo sapiens), P14416 | HEK293 TREx D2 cells, calcium flux, dopamine EC80 | inhibition, % at 10 µM | hit rate 2% among 340,000 | AID 485344, 2010; in the data active = inhibition above about 30%; note: 0% is about no effect
#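 Tetracycline-induced HEK293 T-REx cells expressing D2 force-coupled to calcium signalling were dye-loaded, exposed to compound for 180 s, then challenged with an EC80 of dopamine; calcium flux was followed kinetically for a further 180 s.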
# TRHR ag: qHTS for Small Molecule Agonists and Allosteric Enhancers of Human TRH Receptor: Primary Screen for Agonists; hit rate 0.18% among 360,000; TRHR cells, calcium flux fluo-8, FDSS agonist mode; AID 493084, 2011; activation, % at 2 µM; Thyrotropin-releasing hormone receptor (Homo sapiens), P34981; note: 0% is about no effect
# Target sequence (P34981 whole entry, looked up): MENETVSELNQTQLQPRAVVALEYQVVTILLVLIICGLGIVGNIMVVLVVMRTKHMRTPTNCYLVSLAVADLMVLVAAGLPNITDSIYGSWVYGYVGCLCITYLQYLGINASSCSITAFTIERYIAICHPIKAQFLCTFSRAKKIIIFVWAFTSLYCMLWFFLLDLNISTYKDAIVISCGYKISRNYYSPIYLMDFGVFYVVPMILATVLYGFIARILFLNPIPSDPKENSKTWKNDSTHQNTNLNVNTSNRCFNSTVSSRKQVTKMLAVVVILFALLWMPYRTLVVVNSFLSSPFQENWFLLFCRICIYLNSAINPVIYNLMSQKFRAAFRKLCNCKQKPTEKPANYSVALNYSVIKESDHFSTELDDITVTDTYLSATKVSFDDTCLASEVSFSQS
#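 In this calcium-flux screen, cells bearing human TRHR are dye-loaded with fluo-8, baselined for 10 cycles, then exposed to library compounds; positive kinetic calcium responses during the agonist phase mark hits, with TRH as control.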
# D1 potentiator: Potentiators of Human D1 Dopamine Receptor: qHTS. potentiation, % at 10 µM. AID 504651, 2011. HEK293 TREx D1 cells, calcium flux, dopamine EC20 potentiation. hit rate 0.036% among 360,000; in the data active = potentiation above about 30%; note: 0% is about no effect
# Target sequence (P21728 whole entry, looked up): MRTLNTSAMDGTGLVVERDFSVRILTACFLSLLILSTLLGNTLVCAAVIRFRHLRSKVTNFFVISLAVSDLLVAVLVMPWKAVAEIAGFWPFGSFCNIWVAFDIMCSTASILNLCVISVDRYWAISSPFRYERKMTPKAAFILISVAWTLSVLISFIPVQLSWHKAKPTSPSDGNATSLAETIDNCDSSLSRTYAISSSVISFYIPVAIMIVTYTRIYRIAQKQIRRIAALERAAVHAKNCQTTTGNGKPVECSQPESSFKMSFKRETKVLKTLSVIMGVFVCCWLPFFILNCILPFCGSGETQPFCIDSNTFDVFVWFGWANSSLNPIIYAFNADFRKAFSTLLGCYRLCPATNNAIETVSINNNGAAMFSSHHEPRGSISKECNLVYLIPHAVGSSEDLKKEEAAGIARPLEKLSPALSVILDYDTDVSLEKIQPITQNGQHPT
# D2 potentiator: HTS Assay for Positive Allosteric Modulators of the Human D2 Dopamine Receptor: Primary Screen for Potentiators. potentiation, % at 10 µM. HEK293 T-REx D2, calcium flux, EC20 dopamine potentiation. AID 485347, 2010. hit rate 0.34% among 340,000;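 active = potentiation over 3 SD above the plate norm, cut at about 30% in these data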; note: 0% is about no effect
#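 Primary screen. Calcium kinetics in induced HEK293 T-REx D2 cells: compound pre-addition 180 s, EC20 dopamine, 180 s more.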
# D1 agonist: Allosteric Agonists of the Human D1 Dopamine Receptor: qHTS | hit rate 1% among 360,000 | activation, % at 2 µM | AID 504660, 2011 | HEK293 T-REx D1 cells, calcium flux, agonist mode | D(1A) dopamine receptor (Homo sapiens), P21728; note: 0% is about no effect
#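 Agonism was scored from calcium flux recorded over 180 s (1 read/s) after pintool compound addition, following a 10-cycle baseline. Cells were inducible force-coupled HEK293 TREx D1, plated overnight at 30 C and loaded with no-wash calcium dye.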
# RXFP1 antagonist: qHTS Assay for Antagonists of the Relaxin Receptor RXFP1. HEK293-RXFP1, relaxin-stimulated cAMP HTRF, 30 min; hits give low values. hit rate 0.59% among 350,000. AID 1259400, 2018. Relaxin receptor 1 (Homo sapiens), Q9HBX9. activity change, negative = inhibition, % at 57.5 µM;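 active = activity change of -60% or lower, but not beyond a set lower limit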; note: % is set by controls: 0 for no effect and ±100 for the full control effect
# TRHR PAM: qHTS for Small Molecule Agonists and Allosteric Enhancers of Human TRH Receptor: Primary Screen for Enhancers; AID 493056, 2011; hit rate 0.66% among 360,000; enhancement, % at 2 µM; TRHR cells, fluo-8 calcium fluorescence, EC20 TRH enhancement; Thyrotropin-releasing hormone receptor (Homo sapiens), P34981; in the data active = enhancement above about 30%; note: 0% is about no effect
#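 TRHR-expressing cells loaded with fluo-8 calcium dye were read kinetically (ex 480/em 530) during compound addition, then stimulated with an EC20 of TRH (10 nM final). Enhancement of the Gq-mediated intracellular calcium response was scored.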
# D1 antagonist: Antagonist of Human D 1 Dopamine Receptor: qHTS | activity change, negative = inhibition, % at 10 µM | AID 504652, 2011 | HEK293 TREx D1 cells, calcium flux, dopamine EC80; hits give low values | hit rate 3.2% among 360,000 | D(1A) dopamine receptor (Homo sapiens), P21728; in the data active = activity change below about -30%; note: % is set by controls: 0 for no effect and ±100 for the full control effect
#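 Antagonism measured as reduced calcium response to an EC80 dopamine addition following 180 s compound pre-read; cells were inducible HEK293 Trex D1 plated overnight at 30 C, read kinetically at 1 cycle/sec.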
# D2 agonist: HTS Assay for Allosteric Agonists of the Human D2 Dopamine Receptor: Primary Screen for Agonists. AID 485358, 2010. activation, % at 2 µM. HEK293 T-REx D2 cells, calcium flux agonist mode. hit rate 0.53% among 340,000. D(2) dopamine receptor (Homo sapiens), P14416;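 active = activation over 3 SD above normal in the single-dose calcium agonist read, cut at about 30% in these data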; note: 0% is about no effect
#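 Tetracycline-induced HEK293 T-REx cells with force-coupled D2 receptor, plated overnight at 30 C, loaded with no-wash calcium dye. After a 10 s baseline, compound was pin-added and calcium flux read kinetically for 180 s; calcium rises flagged agonists.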
# * = called active by the depositor; nt = not tested or not shown. Cut-off read from the data, not from the text of the source, unless noted: active = activation above about 30%; inactive = the rest. Not a hit list; about 7.1% have a hit in one of these screens.
# Each structure is followed by: D2 agonist	TRHR PAM	TRHR ag	D1 potentiator	RXFP1 antagonist	D1 agonist	D1 antagonist	D2 potentiator	D2 antag
CCn1nnnc1SCC(=O)N1c2ccccc2CCc2ccccc21
  -0.9	-4	-0.7	-1	-3	2	-18	-3	-3
OCCCCCN=c1cc(-c2ccccc2)oc2ccc(Cl)cc12
  -0.2	-2	0.0	7	nt	0	3	-3	4
Cc1nccn1CC(=O)N/N=C/c1cccs1
  nt	3	0.9	-4	-12	0	8	nt	nt
Cc1cc(C)n(-c2ccc(C(C)C)cc2)c(=O)c1C#N
  -0.2	0	0.0	0	-4	0	2	5	-4
Cc1cc(C)cc(N(CC(=O)NCc2ccc3c(c2)OCO3)C(=O)CCC(=O)Nc2ccccn2)c1
  0.4	4	0.1	2	3	4	4	13	2
Cc1nnc2c(N3CCN(CCO)CC3)nc3ccccc3n12
  0.5	4	0.7	-1	-4	4	-6	2	4
COCc1c(Br)c(C)[nH]c(=O)c1C#N
  -1.2	2	-0.1	6	7	1	10	2	10
COc1ccccc1OCCSc1nnnn1-c1ccc(C)cc1
  0.1	6	0.2	nt	nt	8	1	-6	-4
COc1ccc(C(CNC(=O)c2cccc3cccnc23)N(C)C)cc1 (stereo not drawn)
  -0.1	1	0.3	-3	-4	1	-6	-12	3
CC(C)[C@H](NC(=O)[C@@H]1Cc2ccccc2CN1C(=O)OC(C)(C)C)C(=O)NCC1CCCO1 (stereo partly drawn)
  0.2	-3	0.1	-3	-6	3	6	-9	-2
Cc1ccsc1CN(C)CC(=O)NCC(=O)Nc1ccc(F)cc1
  0.2	1	1.4	0	6	1	-6	-17	19
CC(=O)c1ccc(S(=O)(=O)Nc2c(C)nn(C)c2C)cc1
  0.7	3	0.5	-2	25	10	9	-8	6
CCOc1ccc(C(=O)NCCc2csc(-c3cccnc3)n2)cc1
  0.6	-2	-1.1	0	nt	1	-14	-11	nt
Cn1c(=O)n(Cc2ccc(Br)cc2)c2ccccc21
  0.6	-2	-0.3	2	-18	2	17	2	-2
CN1CCCN(S(=O)(=O)c2ccc(O)c(C(=O)O)c2)CC1
  0.3	-2	0.7	-5	0	3	8	-1	2
CCOC(=O)CC1=C(C(=O)OCC)C(c2ccncc2)C(C#N)=C(N)O1 (stereo not drawn)
  0.4	28	0.4	-1	-2	-1	17	0	-11
COCCn1nnnc1C(c1ccccc1)N1CCN(c2ccccc2)CC1 (stereo not drawn)
  4.9	-2	0.2	3	-3	1	-10	-1	4
CC(=O)Nc1ccc(SCC(=O)NNC(=O)CN(C)S(=O)(=O)c2ccc(C)cc2)cc1
  0.2	-1	-0.1	10	-2	4	-7	-16	18
CC(C)NC(=O)NNc1c(Cl)cncc1Cl
  0.2	8	0.3	0	8	3	-3	0	-3
CC(=O)N1c2ccc(S(=O)(=O)N3CCCC3C(=O)NCc3ccccc3Cl)cc2CC1C (stereo not drawn)
  -0.7	-3	-0.8	-12	nt	1	-7	13	-8
COC(=O)CCCSc1nccn1-c1ccccc1
  0.1	-5	0.0	0	-2	-1	1	-2	-2
S=C(Nc1cc(Cl)cc(Cl)c1)N1CCCC1
  0.8	-1	-0.2	1	2	1	-20	6	13
COC(=O)c1sccc1NC(=O)CNC(=O)c1ccccc1
  nt	-1	0.3	-3	-4	6	-13	-5	nt
COc1cc(C)c(-c2cc(C(=O)O)c(C)o2)cc1C(C)C
  -1.2	-3	-1.3	2	-2	-2	12	0	9
O=C(CCOc1ccccc1)Nc1nnc(-c2ccc3c(c2)OCCO3)o1
  0.4	-1	0.4	0	-39	1	-6	3	-3
Cc1cc2ccccc2n1CCNC(=O)COc1ccc2ccccc2c1
  0.2	-6	0.1	1	8	-2	-10	5	0
CCN(c1ccc(C)cc1C)S(=O)(=O)c1nnc(NC(=O)C(C)(C)C)s1
  -0.5	5	0.2	-12	-19	0	0	14	-11
COC(=O)c1cccc(NC(=O)c2cccc(OC)c2)c1
  0.2	1	-0.2	-1	-8	2	9	19	-11
Cc1noc(C)c1COc1cccc(C(=O)Nc2ccccc2N2CCOCC2)c1
  0.9	-2	-0.6	-4	-12	3	-18	2	-2
Cc1ccc(NC(=S)NCC(C)CSc2ccc(Cl)cc2)cc1 (stereo not drawn)
  0.5	-17	0.2	-8	-16	8	8	8	8
Cc1ccc(C23CC4CC(CC(C(=O)OCC(=O)N(C)C)(C4)C2)C3)cc1
  0.2	7	1.1	-2	-15	1	-1	1	-9
O=C(Nc1nc2c(s1)CN(Cc1ccccc1)CC2)c1c(F)cccc1F
  0.2	5	-0.1	-6	-20	3	-1	-3	-3
CC(C)CC(NC(N)=O)C(=O)NCCc1ccc(Cl)cc1Cl (stereo not drawn)
  0.4	-2	-0.8	-3	-2	3	5	-3	18
N#CN=C1SCCS1
  0.5	-5	0.7	-8	-3	5	-20	-11	2
Cc1ccc(C)n1-c1nn(S(=O)(=O)c2ccccc2)c2cccc(F)c12
  -0.9	5	-0.2	2	-19	2	19	13	-4
O/N=C(\Cc1cscn1)c1ccc(O)cc1O
  -0.4	17	0.1	14	-12	4	-10	22	-8
Oc1ccc[n+](CCCCC[n+]2cccc(O)c2)c1
  0.1	-7	0.0	-8	5	2	-4	-4	-11
COc1ccc(CCn2c(-c3ccco3)nc3nc4ccccc4nc32)cc1OC
  0.8	-2	-0.3	0	nt	3	-3	-6	5
COC(=O)c1c(NC(=O)CN2CCC(C(N)=O)CC2)c2c(C)cccc2n1C
  0.7	-6	0.3	-6	12	3	-10	-3	1
CCOc1ccccc1-c1nc(-c2cccc(Br)c2)no1
  0.6	-2	0.7	-7	14	5	-22	-6	15
Cc1ccc(NC(=O)CN(C)C(=O)COC(=O)CCS(=O)(=O)c2ccc(C)cc2)cc1
  0.5	0	-0.7	0	-1	4	-26	-5	6
OCCN=C1CCCc2c1[nH]c1ccc(Br)cc21
  -0.1	8	-1.2	-4	5	-1	9	4	21
NC(=O)CC(NC(=O)c1cccc(Br)c1)c1ccc(NCC2CC2)c([N+](=O)[O-])c1 (stereo not drawn)
  0.2	-4	-0.2	2	nt	2	-14	-9	38*
Cc1ccc(NC(=O)CSc2nc3ccccc3n2CC(=O)N(C)C2CCCCC2)cc1C
  0.1	-3	0.5	6	-5	3	8	5	nt
CCOC(=O)N1CCC2(CC1)OC(=O)C(C)=C2C(=O)NCc1cccc(F)c1
  nt	-4	0.6	0	-10	-2	9	-12	nt
O=C(c1cccc(S(=O)(=O)Nc2ccc(F)cc2)c1)N1CCOCC1
  0.4	-2	-0.4	-6	6	0	0	-4	4
COc1ccc(C2C(C(C)=O)=C(O)C(=O)N2c2ccc(C)cc2)cc1 (stereo not drawn)
  0.1	6	-0.4	-6	4	4	-8	-4	-5
CC(/C=N/NC(=O)c1ccncc1)=C\c1ccc(C(C)C)cc1
  -0.6	-2	-0.6	0	-9	6	7	-1	-16
CN(C)C(=O)c1ccc(NC(=O)c2cc(-n3cnnc3)ccc2Cl)cc1
  -0.1	-6	0.2	2	-15	1	6	-7	3
Cc1ccccc1CS(=O)(=O)CCC(=O)NCCN1CCN(c2cccc(Cl)c2)CC1
  -0.5	4	-0.7	-7	-2	11	-32*	-22	22
O=c1nc(SCc2cccc(C(F)(F)F)c2)nc2ccccn12
  -0.2	-15	-0.5	-2	8	4	-15	3	6
C/C(CC(=O)NC(C)c1ccccc1)=N\NC(N)=S (stereo not drawn)
  0.0	-5	-0.1	-1	-16	1	3	-19	2
COc1cc(NC(=O)C2CC(c3ccccc3O)=NO2)c(OC)cc1Cl (stereo not drawn)
  0.4	-2	0.2	0	16	5	-4	-1	17
CCOC(=O)C(=CNc1ccc(-c2ccco2)c(Cl)c1)C(=O)OCC
  -0.5	-2	-0.1	5	-26	4	4	9	18
COc1ccc(C(C(=O)NCC2CCCO2)N(C(=O)CNC(=O)c2cccs2)c2ccc(C)cc2)cc1OC (stereo not drawn)
  -2.2	-1	2.1	2	-24	4	8	-5	-27
c1ccc(-c2ncnc3cc4n(c23)CCC4)cc1
  1.5	-10	0.1	-6	-16	4	-9	-10	-7
Cn1nnnc1SCCNCc1ccc(Cl)c(Cl)c1
  0.2	4	-0.9	2	nt	0	-62*	-14	nt
CCc1nnc(SC(C)C(=O)Nc2nccs2)n1C (stereo not drawn)
  0.1	-6	0.3	0	1	1	-4	-9	2
CCN(CCNC(=O)Nc1ccc(Cl)cc1)c1ccccc1
  -1.1	-2	-0.8	1	-15	10	-27	27	9
CCN(CC)S(=O)(=O)c1cccc(NC(=O)CNc2cccc(S(=O)(=O)N3CCCC3)c2)c1
  -0.7	-4	0.1	1	-11	9	-19	3	20

# The results go on:
# Each structure is followed by: D2 agonist	TRHR PAM	TRHR ag	D1 potentiator	RXFP1 antagonist	D1 agonist	D1 antagonist	D2 potentiator	D2 antag
CCOc1ccc(C(=O)NCC2OCCc3ccccc32)cc1 (stereo not drawn)
  0.0	-3	-0.5	-3	-10	0	0	-1	-8
CCOC(=O)N1CCc2c(sc3c2c(=O)n(-c2ccccc2)c(=O)n3CC(=O)Nc2ccc(OC)cc2OC)C1
  2.1	-4	0.1	0	-15	3	6	-9	nt
Cc1ccccc1OCCNc1cc(N2CC(C)NC(C)C2)ccc1[N+](=O)[O-] (stereo not drawn)
  nt	-5	2.2	-5	-9	22	-12	nt	nt
Cc1sc2nc(SCC(=O)N3CCCC3)[nH]c(=O)c2c1C
  0.4	0	-0.3	18	nt	-2	-34*	4	-10

# Sorted by SMILES length (descending): 4 of the compounds above
# Each structure is followed by: D2 agonist	TRHR PAM	TRHR ag	D1 potentiator	RXFP1 antagonist	D1 agonist	D1 antagonist	D2 potentiator	D2 antag
CCN(CC)S(=O)(=O)c1cccc(NC(=O)CNc2cccc(S(=O)(=O)N3CCCC3)c2)c1
  -0.7	-4	0.1	1	-11	9	-19	3	20
Cc1sc2nc(SCC(=O)N3CCCC3)[nH]c(=O)c2c1C
  0.4	0	-0.3	18	nt	-2	-34*	4	-10
CCN(CCNC(=O)Nc1ccc(Cl)cc1)c1ccccc1
  -1.1	-2	-0.8	1	-15	10	-27	27	9
CCc1nnc(SC(C)C(=O)Nc2nccs2)n1C (stereo not drawn)
  0.1	-6	0.3	0	1	1	-4	-9	2
